Source: PubChem BioAssay
TRPC6 inhibitor – mouse TRPC6 channel inhibition. B-score at 10 µM. actives 1.1% (n = 310,000). HEK293-TRPC6, membrane potential dye, ACh-evoked depolarization; active compounds read low;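 active means B-score under library mean minus 3 SD, initial fluorescence not abnormally high, positive integrated signal ratio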;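 further: B-score derived from integrated fluorescence ratio over the kinetic read; more negative B-score means stronger inhibition of depolarization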
TRPC6 activator – activators of mouse TRPC6 channel. Q61143. HEK293-TRPC6 membrane potential dye fluorescence; active compounds read high. B-score at 10 µM. actives 0.13% (n = 310,000);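 active means B-score of the integrated fluorescence ratio above library mean plus 3 SD, and starting fluorescence ratio within library mean plus 5 SD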;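 further: higher score means more depolarization so channel activation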
SKKanGAS inh – inhibitors of SKKanGAS S. pyogenes growth in kanamycin (SK-promoter or general growth effect) | BacTiter-Glo, 6 h | inhibition, % at 7.5 µM | actives 1.3% (n = 300,000) | AID 1662;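 active means mean replicate score, as percent of positive control median, at least 50; inconclusive means mean below 50 but one replicate at or above 50; inactive means mean and every replicate below 50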;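 further: strain carries kanamycin resistance gene driven by streptokinase promoter and grows in 40 µg/ml kanamycin; loss of luminescence reflects streptokinase promoter inhibition or plain growth inhibition; 0% = median of DMSO wells and 100% = positive control at its reference dose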
TRPC4 inh – TRPC4 (mouse) channel inhibition | Q9QUQ5 | HEK293 TRPC4beta/mu-opioid, DAMGO-evoked Fluo4 calcium flux; active compounds read low | B-score at 10 µM | actives 0.39% (n = 300,000) | AID 2247;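 active means B-score over 3 SD under the library average, no early fluorescence shift, positive overall ratio signal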
Target sequence (Q9QUQ5 whole entry, looked up): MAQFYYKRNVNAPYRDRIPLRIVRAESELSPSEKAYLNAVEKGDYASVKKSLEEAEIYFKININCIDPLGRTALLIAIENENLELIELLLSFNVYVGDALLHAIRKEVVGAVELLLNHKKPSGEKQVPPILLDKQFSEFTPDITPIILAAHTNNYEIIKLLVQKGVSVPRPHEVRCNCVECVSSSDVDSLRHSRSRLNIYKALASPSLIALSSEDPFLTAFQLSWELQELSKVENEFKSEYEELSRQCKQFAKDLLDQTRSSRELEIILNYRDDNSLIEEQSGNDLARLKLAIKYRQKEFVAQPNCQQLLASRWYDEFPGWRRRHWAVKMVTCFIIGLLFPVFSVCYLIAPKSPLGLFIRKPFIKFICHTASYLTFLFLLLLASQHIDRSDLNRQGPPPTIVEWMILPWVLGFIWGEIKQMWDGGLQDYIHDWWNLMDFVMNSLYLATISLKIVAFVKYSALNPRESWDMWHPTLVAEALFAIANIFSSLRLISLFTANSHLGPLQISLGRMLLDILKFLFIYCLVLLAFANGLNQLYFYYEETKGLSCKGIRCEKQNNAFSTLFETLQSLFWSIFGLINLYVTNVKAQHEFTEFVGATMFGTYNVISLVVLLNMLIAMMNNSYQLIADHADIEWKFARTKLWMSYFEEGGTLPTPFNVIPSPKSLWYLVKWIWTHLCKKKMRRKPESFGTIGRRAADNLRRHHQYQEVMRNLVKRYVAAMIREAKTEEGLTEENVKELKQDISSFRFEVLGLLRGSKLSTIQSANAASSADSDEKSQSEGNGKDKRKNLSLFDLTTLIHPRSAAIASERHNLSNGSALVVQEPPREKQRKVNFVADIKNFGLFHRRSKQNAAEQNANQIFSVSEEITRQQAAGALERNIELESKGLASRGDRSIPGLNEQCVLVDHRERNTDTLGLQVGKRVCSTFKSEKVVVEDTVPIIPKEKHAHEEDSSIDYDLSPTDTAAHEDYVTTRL
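Signal: kinetic Fluo4 fluorescence imaging of calcium influx. Material: stable TRPC4beta/mu-opioid receptor HEK293 cells. Probe or stimulus: DAMGO in two steps, submaximal then maximal.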
RGS4 pot – RGS4 potentiation or activation; HEK293 M3R/inducible RGS4, carbachol calcium flux Fluo4; active compounds read low; B-score at 10 µM; AID 463111; actives 0.92% (n = 310,000);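 active means B-score of the integrated calcium signal more than 4 SD below the library mean, with starting fluorescence not abnormally high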;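 further: negative B-score means reduced calcium response which marks RGS4 activation or potentiation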
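test system = M3R-expressing HEK293 line, RGS4 induced by doxycycline | probe or stimulus = carbachol at ECmax as muscarinic agonist stimulus | timing = dye loading 30 min 37 °C, buffer rest 30 min RT | signal = calcium dye Fluo4 fluorescence | evaluation = B score from integrated fluorescence ratio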
MrgX1 antag – human MrgX1 receptor antagonism, primary screen; MRGX1-HEK293 calcium flux, Fluo-4, BAM8-22 antagonism; active compounds read low; B-score at 10 µM; actives 1.3% (n = 310,000); AID 588676;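 active means calcium-response B-score plate-corrected more than 3 library SD below zero, starting fluorescence within 5 deviations, no agonist response on first addition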;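 further: peak minus trough fluorescence over baseline after final BAM8-22 challenge near maximal dose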
HIF activator – HIF pathway transcriptional activation; U2OS HRE-luciferase reporter, luminescence; normalized: DMSO 0%, desferrioxamine 100%; activation, % at 7.5 µM (by protocol); actives 0.32% (n = 300,000); AID 1910;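 active means mean activation of at least 10% of the iron chelator positive control signal, with at least half of replicates also reaching 10%; inconclusive means mean and replicate majority disagree about reaching 10%; inactive means mean and most replicates under 10%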
MrgX1 allo act – allosterically activates human MrgX1 receptor signaling; MrgX1-HEK293, Fluo-4 calcium flux, FDSS; active compounds read high; B-score at 10 µM; actives 0.63% (n = 310,000);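 active means plate-corrected calcium response at least 3 library SD above typical, normal starting fluorescence, not activating the receptor alone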;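 further: compound read alongside a low EC10 to EC30 dose of BAM8-22 agonist; peak minus trough fluorescence over baseline measured at the second addition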
RGS4 block – inhibitors of human RGS4. B-score at 10 µM. HEK293 M3R/RGS4 inducible, Fluo-4 calcium flux; active compounds read high; triggered by carbachol at its EC20. actives 0.45% (n = 310,000). P49798;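 active means B-score, a plate-corrected calcium signal, over three deviations above library mean, with baseline fluorescence within five deviations of library mean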;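 further: RGS4 expression induced by doxycycline in cells with stable M3 receptor; B-score is computed from the integrated fluorescence ratio over baseline after carbachol; higher B-score means a larger calcium signal and so more RGS4 inhibition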
Platelet DG rel – modulates dense granule release in human platelets; actives 0.22% (n = 300,000); human platelet-rich plasma, SFLLRN dense granule ATP release, luminescence; inhibition, %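 (compounds screened at 7.5 µM in platelet-rich plasma)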;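 active means mean replicate score, as percent of positive control, at or above 50; inconclusive means mean below 50 but at least one replicate at or above 50; inactive means mean and every replicate below 50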
MrgX1 agonist – agonists of human MrgX1 receptor; B-score at 10 µM; actives 0.44% (n = 310,000); AID 588627; MrgX1-HEK293 cells, Fluo-4 calcium fluorescence, agonist mode; active compounds read high;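 active means calcium response B-score plate-corrected fluorescence ratio at least 3 library SD, with starting fluorescence B-score inside 5 SD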
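Assay system: stable human MrgX1 HEK293 cell line. Quantity: 15,000 cells per well. Schedule: cells plated overnight, dye loaded 0.5 h 37 °C, 0.5 h room temperature. Detection: Fluo-4 NW calcium-flux fluorescence, kinetic read. Read-out basis: peak-minus-minimum fluorescence over baseline, converted to B scores. Control set: positive and negative control wells on each plate.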
Numbers without * were called inactive; i = inactive; ? = inconclusive; . = no result given. Rows are unselected, and some 6.1% of all compounds hit somewhere here.

SMILES	TRPC6 inhibitor	TRPC6 activator	SKKanGAS inh	TRPC4 inh	RGS4 pot	MrgX1 antag	HIF activator	MrgX1 allo act	RGS4 block	Platelet DG rel	MrgX1 agonist
COc1ccc(-c2nnc(SCCC(=O)O)n2-c2ccccc2)cc1	i	i	5	i	i	i	-0.3	i	i	9	i
CCn1c(SCC(=O)c2ccccc2)nnc1-c1cc2cc(Br)ccc2o1	i	i	0	i	i	i	0.7	i	i	-3	i
Cn1c2ccccc2c(=O)c2c(=O)n(Cc3ccco3)c(COc3ccccc3)nc21	i	i	13	i	i	i	0.1	i	i	5	i
CC1=NN(/C(=N\c2nnc(C)s2)Nc2ccccc2)[C@H](c2ccc(C)cc2)S1	i	i	0	i	i	i	-1.2	i	i	2	i
COc1cc(C2Nc3ccc4ncccc4c3C3=C2C(=O)CCC3)ccc1O (centres undefined)	i	i	10	i	i	i	2.0	i	i	-1	i
CC1CCC(C(C)C)C(OC(=O)Cn2c(-c3ccc(Cl)cc3)[n+](C)c3ccccc32)C1 (centres undefined)	i	i	7	i	-8.6*	-9.9*	0.0	i	i	-12	i
O=C(CCc1ccccc1)NCC1(c2ccccc2)CCCC1	i	i	0	i	i	i	-27	i	i	-9	i
COc1ccc(NC(=O)c2ccc(C)cc2Cl)c([N+](=O)[O-])c1	i	i	2	i	i	i	2.4	i	i	-2	i
CN(Cc1ccc(F)cc1)Cc1nc(-c2cnccn2)no1	i	i	0	i	i	i	0.0	i	i	-2	i
Cc1cccn2c(=O)c3cc(C(=O)NC4CCCCC4)c(=N)n(CCN4CCOCC4)c3nc12	i	i	1	i	i	i	0.2	i	i	5	i
Cc1ccc(NC(=O)c2scc3c2CCCC3)cc1	i	i	-10	i	i	i	-0.9	i	i	-9	i
CC(C)C(=O)Nc1ccc(N2CCCC2)c(Cl)c1	i	i	-8	i	i	i	1.3	i	i	0	i
Cc1nnc2sc(-c3cccc(F)c3)nn2c1=O	i	i	10	i	i	i	0.1	i	i	2	i
Cc1ccc(CNC(=O)C2CCC(=O)N(CCc3cccc(F)c3)C2)s1 (centres undefined)	i	i	-1	i	i	.	-0.2	.	i	1	.
CC(OC(=O)c1nc(Cl)ccc1Cl)C(=O)Nc1ccccc1F (centres undefined)	i	i	-1	i	i	i	0.1	i	i	-2	i
Cc1ccc(C)c(S(=O)(=O)NCc2ccncc2)c1	i	i	-3	i	i	i	-0.7	i	i	1	i
COc1cc(C(=O)N2CCC3(CC2)NCCc2[nH]cnc23)cc(OC)c1OC	i	i	0	i	i	i	0.2	i	i	5	i
COc1ccc(-n2c(SCC(=O)N(C)c3ccccc3)nc3c([nH]c4ccccc43)c2=O)cc1OC	i	i	10	i	i	i	-1.2	i	i	8	i
CC(C)c1cc(C(=O)Nc2sc3c(c2C#N)CCC3)no1	i	i	5	i	i	i	0.3	i	i	-9	i
CC(=O)Nc1ccc(S(=O)(=O)Nc2nc3ccccc3nc2Nc2ccc(O)c(C(=O)O)c2)cc1	i	i	2	i	i	i	0.1	i	i	2	i
CCCCC(=O)Nc1nn(CC(C)C)c2nc3ccccc3cc12	i	i	11	i	i	i	0.0	i	i	4	i
Cc1ccc(-c2[nH]ncc2CNCCc2cnn(-c3ccccc3)c2)cc1C	i	i	-4	i	i	i	0.1	i	i	1	i
COc1ccc(S(=O)(=O)N2CCCC(C(=O)NCc3ccccn3)C2)cc1Cl (centres undefined)	i	i	1	i	i	i	-0.4	i	i	-1	i
COc1ccc(C(=O)N/C(=C\c2cccc([N+](=O)[O-])c2)C(=O)Nc2cccc(C(=O)O)c2)cc1	i	i	-1	i	i	-6.9*	-0.1	i	i	7	i
CS/C(=N\S(=O)(=O)c1cccs1)Nc1ccc(Br)cc1F	i	i	8	i	i	i	0.4	i	i	-2	i

(next part)
SMILES	TRPC6 inhibitor	TRPC6 activator	SKKanGAS inh	TRPC4 inh	RGS4 pot	MrgX1 antag	HIF activator	MrgX1 allo act	RGS4 block	Platelet DG rel	MrgX1 agonist
CCc1nnc(NC(=O)c2ccc(Cl)c(S(=O)(=O)N3CCc4ccccc4C3)c2)s1	i	i	15	i	i	i	0.1	i	i	12	i
O=c1[nH][nH]c(-c2ccccc2)c1C=Nc1ccccc1	i	i	18	i	i	i	0.4	i	i	-3	i
O=C(O)CCc1ccc(-c2cccs2)o1	i	i	0	i	i	i	.	i	i	6	i
CCN(C(=O)COC(=O)c1[nH]c(C)c(C(C)=O)c1C)C1CCS(=O)(=O)C1 (centres undefined)	i	i	1	i	i	i	-0.3	i	i	0	i
COC(=O)C1CCN(c2ccc([N+](=O)[O-])cc2[N+](=O)[O-])CC1	i	i	-4	i	i	i	2.6	i	i	20	i
Cc1ccc(NC(=O)CSc2nn3c(=O)c(C)nnc3s2)cc1Cl	i	i	1	i	i	i	-16	i	i	-3	i
Cc1ccccc1C(=O)NN1CC(C(=O)OCc2ccc(Cl)c(Cl)c2)CC1=O (centres undefined)	i	i	-6	i	i	i	0.6	i	i	3	i
CC(C)N(Cc1ccccc1)C(=O)/C=C/c1ccccc1[N+](=O)[O-]	i	i	2	i	i	i	-0.2	i	i	-2	i
CCCc1cc(C(=O)NC2CCCCC2)no1	i	i	-4	i	i	i	3.3	i	i	0	i
CCCCCC1CCC(c2ccc(C(N)=O)cc2)CC1 (centres undefined)	i	i	-1	i	i	i	0.3	i	i	-2	i
CCc1ccccc1NC(=S)N1CCC(C(=O)c2ccc(F)cc2)CC1	i	i	1	i	i	i	0.1	i	i	-3	i
O=c1cc(CSc2nnnn2-c2ccccc2)nc(Nc2ccc(F)cc2)[nH]1	i	i	0	i	i	i	-0.1	i	i	2	i
O=C(NCCNC(=O)c1ccc(Br)o1)c1ccc(Br)o1	i	i	10	i	i	i	0.4	i	i	3	i
C#CC(C)(CC)NC(=O)c1cc(OC)c(OC)c(OC)c1 (centres undefined)	i	i	0	i	i	i	-25	i	i	2	i
CCOC(=O)c1cccc(N/C=C/C(=O)c2ccc(OC)c(OC)c2)c1	i	i	5	i	-8.3*	i	-0.6	i	i	-2	i
CN(C(=O)COC(=O)c1ccccc1NCc1ccco1)c1c(N)n(Cc2ccccc2)c(=O)[nH]c1=O	i	i	16	i	i	i	-0.1	i	i	-1	i
Cc1c(Br)c(C(F)(F)F)nn1CC(=O)NCC1CCCO1 (centres undefined)	i	i	-9	i	i	i	.	i	i	7	i
COc1ccc(C(=O)NCCn2cc(SCC(N)=O)c3ccccc32)cc1	i	i	-1	i	i	i	-0.1	i	i	-1	i
CC(=O)Nc1ccc(OC(=O)c2cc([N+](=O)[O-])ccc2Cl)cc1	i	i	0	i	i	i	-0.4	i	i	8	i
CC(=O)Nc1sc2c(c1C(c1cccc(F)c1)N1CCN(CCO)CC1)CCCC2 (centres undefined)	i	i	-2	i	i	i	0.0	i	i	9	i
O=C(NCc1ccccc1C(F)(F)F)C1CC(c2ccccc2C(F)(F)F)=NO1 (centres undefined)	i	i	6	.	i	i	-0.3	i	i	-9	i
O=C(CSCc1ccc(Br)cc1)N1CCOCC1	i	i	1	i	i	i	.	i	i	15	i
CSc1nnc(-c2ccco2)n1-c1ccccc1	i	i	0	i	i	i	-0.1	i	i	-2	i
CC1(C)NC(=O)N(CCSc2ccc(Cl)cc2)C1=O	i	i	0	i	i	i	-0.2	i	i	-2	i
COc1cccc(-c2c(C(=O)N/N=C/C3CC=CCC3)nnn2-c2nonc2N)c1 (centres undefined)	i	i	-1	i	i	i	.	i	i	10	i

Later entries
SMILES	TRPC6 inhibitor	TRPC6 activator	SKKanGAS inh	TRPC4 inh	RGS4 pot	MrgX1 antag	HIF activator	MrgX1 allo act	RGS4 block	Platelet DG rel	MrgX1 agonist
O=c1c2c(-c3ccccc3)csc2nc2n1CCC2	i	i	-7	i	i	i	-0.5	i	i	-3	i
CC(C)Cn1c(N)c(-c2nc(C(C)C)c(C(=O)c3ccccc3F)s2)c(=O)n(C)c1=O	i	i	0	i	i	i	0.3	i	i	18	i
CC1CCCN(C(=O)c2cn(-c3ccccc3)nc2-c2cccnc2)C1 (centres undefined)	i	i	-10	i	i	-6.8*	-0.1	i	i	8	i
O=C(NCCOc1ccccc1)c1ccccc1[N+](=O)[O-]	i	i	-7	i	i	i	1.2	i	i	-1	i
CCOC(=O)n1c(=O)n(Cc2c(Cl)cccc2Cl)c2ccccc21	i	i	1	i	i	i	-0.1	i	i	-8	i
O=C(C1CCCN(S(=O)(=O)c2cccs2)C1)N1CCC(N2CCCCC2)CC1 (centres undefined)	i	i	2	i	i	i	.	i	i	2	i
Cc1nc2c(sc(=S)n2Cc2ccco2)c(=O)n1CC(=O)Nc1ccc(F)cc1	i	i	11	i	i	i	-0.7	i	i	2	i
CCNC(=O)c1c(NC(C)=O)sc2c1CCCC2	i	i	-2	i	i	i	-0.1	i	i	?	i
CCOc1ccc(CN(C)c2nc(-c3cccnc3)nc3ccccc23)cc1OC	i	i	6	i	-9.2*	i	-0.7	i	i	2	i
CCN(c1ccc(NC(=O)COC(=O)/C=C/c2cccs2)cc1)C(C)C	i	i	3	i	i	i	-0.3	i	i	6	i
CCOc1ccc(-n2c(=O)c3sccc3n(Cc3ccc(C)cc3)c2=O)cc1	i	i	.	i	i	i	0.1	i	i	23	i
O=C1NNC(c2ccccc2)=N/C1=C\c1ccc(Cl)cc1	i	i	8	i	i	i	-0.2	i	i	-16	i
O=S(=O)(NCC1CCCN(Cc2ccccc2O)C1)c1cccc2cccnc12 (centres undefined)	i	i	0	i	i	i	0.2	i	i	-6	i
Cc1cc(S(=O)(=O)N2CCc3ccccc3C2)ccc1F	i	i	6	i	i	i	0.3	i	i	4	i
COc1cc(CNc2ccc(N3CCN(C(C)=O)CC3)cc2)ccc1OCc1ccccc1	i	i	6	i	i	i	1.7	i	i	7	i
O=C(NCCc1ccc(Cl)cc1)c1cc(S(=O)(=O)N2CCCCC2)c[nH]1	i	i	-3	i	i	i	-0.1	i	i	-23	i
Cc1oc2c(C)c3oc(=O)c(CC(=O)N[C@@H](CC(C)C)C(=O)N[C@@H](Cc4ccccc4)C(=O)O)c(C)c3cc2c1C	i	i	29	i	i	i	-0.1	i	i	-2	i
O=C1NC(=Nc2cccnc2)S/C1=C\c1cccc(F)c1	i	i	45	i	i	i	0.0	i	i	-2	i
